Source: PubChem (National Center for Advancing Translational Sciences (NCATS))
HCV inhibitor: HCV inhibition; Huh7.5.1 HCVcc-Cre infection, luciferase reporter, 44 h; Potency, µM (top dose mostly 41.8 µM), for the others: top-dose activity change, negative = inhibition, hits mostly inhibitors; actives 3.4% (n = 340,000); AID 651820
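A cell-based infection assay in which seeded cells (1,000 per well) receive test compound after 4 h, are inoculated with HCVcc-Cre at approximately 0.5 moi, and are incubated 44 h before luminescence detection.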
Tb PYK inh: blocks Trypanosoma brucei pyruvate kinase. TbPYK enzyme, Kinase-Glo Plus ATP luminescence, 45 min. actives 0.12% (n = 410,000). Q57TT1. Potency, µM (series often up to 76.8 µM), inactives show at the highest dose activity, negative = inhibition, usual class: inhibitors; also: nearly all actives have a fitted effect of over 50% in size
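Quantitative HTS: titrated library compounds versus trypanosomal pyruvate kinase in TEA buffer (pH 7.2) containing KCl, MgCl2, BSA and Tween-20. Reactions were initiated with ADP, 130 uM final. Kinase-Glo Plus luminescence was read after 45 min at RT.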
Sm TGR inh: S. mansoni TGR enzyme inhibition; Potency, µM (series often up to 114 µM), without a hit: at the top dose activity change, negative = inhibition, actives largely listed as inhibitors; actives 3% (n = 360,000); purified TGR, DTNB reduction, TNB absorbance 405 nm; also: nearly all actives have a fitted effect of over 60% in size
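TGR 20 nM + NADPH 100 uM (dispensed conc.), cpd preinc 15 min RT; start with NADPH (500 uM addition) then DTNB (15 mM addition). Kinetic TNB absorbance, 405 nm filter. Four-parameter Hill fit across titration.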
Pf growth 96h: P. falciparum growth inhibition at 96 hours | AID 504834 | Potency, µM (top dose mostly 28.7 µM), inactives show at the top dose activity change, negative = inhibition, most hits filed as inhibitors | actives 6.9% (n = 320,000) | P. falciparum luciferase reporter growth, 96 h
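Erythrocytes infected with luciferase-expressing P. falciparum were dispensed at 2% hematocrit and 0.05% parasitemia (final), then incubated with compounds 96 hours at 37 C in 5% CO2. Luminescence after detection reagent addition reported growth.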
LmPK inhibitor: LmPK (Leishmania mexicana) enzyme inhibition; Q27686; purified LmPK, Kinase-Glo ATP luminescence, 1 h; Potency, µM (highest dose often 57.5 µM), for the others: at the top dose activity change, negative = inhibition, hits mostly inhibitors; actives 0.37% (n = 290,000); AID 1721
Target sequence (Q27686 whole entry, looked up): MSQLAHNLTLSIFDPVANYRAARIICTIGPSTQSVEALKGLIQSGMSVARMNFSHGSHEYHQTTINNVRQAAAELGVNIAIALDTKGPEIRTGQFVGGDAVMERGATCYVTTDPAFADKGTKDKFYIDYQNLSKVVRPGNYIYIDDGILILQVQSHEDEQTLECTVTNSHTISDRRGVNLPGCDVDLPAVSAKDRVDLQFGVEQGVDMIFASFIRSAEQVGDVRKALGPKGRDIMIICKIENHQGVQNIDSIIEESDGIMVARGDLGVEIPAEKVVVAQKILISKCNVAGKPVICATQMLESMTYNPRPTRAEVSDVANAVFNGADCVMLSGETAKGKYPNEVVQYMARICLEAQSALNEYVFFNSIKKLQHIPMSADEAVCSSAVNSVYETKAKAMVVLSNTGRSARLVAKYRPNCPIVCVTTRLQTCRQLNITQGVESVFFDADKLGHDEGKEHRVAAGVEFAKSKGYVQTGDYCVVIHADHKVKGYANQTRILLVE
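In 50 mM imidazole pH 7.2 with 7 mM MgCl2, LmPK (0.1 nM) turned over PEP (0.5 mM) and ADP (0.1 mM) for 1 h at room temperature. Luciferase read-out of ATP.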
Pf growth 48h: inhibits P. falciparum growth in the first generation, 48 h. P. falciparum luciferase growth in erythrocytes, 48 h. Potency, µM (top dose mostly 28.7 µM), inactives show at the highest dose activity change, negative = inhibition, usual class: inhibitors. actives 5.9% (n = 310,000). AID 504832
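Erythrocytes infected with P. falciparum carrying an integrated firefly luciferase reporter (2% hematocrit, 0.1% parasitemia final) were exposed to compounds in RPMI 1640 with 0.5% Albumax at 37 C, 5% CO2. Growth inhibition was scored as reduced luminescence.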
Starred values were filed as active, the others as inactive; [ ] = another dose, or the depositor's remark. Calls follow the shape of the dose curve; as a rule, active = well fitted curve in the direction sought with a large enough effect; inconclusive = small, poorly fitted or top-dose-only effect, or another doubt; inactive = no such curve, though single readings can be large; an effect the other way counts as inactive or inconclusive. % is scaled to controls: 0 for no effect and ±100 for the full control effect; potency is read from the fitted curve at half-maximal effect.

What do the screens show for `CSCCC(NC(=O)COc1ccccc1)C(=O)N1CCCC(C)C1` (stereo not given)?
HCV inhibitor: 18.3%; Tb PYK inh: 2.2%; Sm TGR inh: -22.0%; Pf growth 96h: 28.9%; LmPK inhibitor: -4.1%; Pf growth 48h: -1.8%

How did COC(=O)c1ccc(COc2cccc(C)c2C)cc1 do in these assays?
HCV inhibitor: 1.1%; Tb PYK inh: -10.7%; Sm TGR inh: 6.2%; Pf growth 96h: -1.7%; LmPK inhibitor: 0.4%; Pf growth 48h: -0.4%

Results for CCn1c(=O)c2c3c(sc2n(C)c1=O)CCC3 ?
HCV inhibitor: -11.4%; Tb PYK inh: 10.1%; Sm TGR inh: 4.0%; Pf growth 96h: 27.9%; LmPK inhibitor: 0.0%; Pf growth 48h: 14.2%

Results for COc1ccccc1NCC(=O)N/N=C(\C)c1ccc(Br)s1 ?
HCV inhibitor: -12.3%; Tb PYK inh: 0.0%; Sm TGR inh: -12.0%; Pf growth 96h: inconclusive; LmPK inhibitor: 1.4%; Pf growth 48h: 44.0%[activator]

How did COc1ccc(-c2nc3n(c(=O)c2C#N)CCS3)cc1 do in these assays?
HCV inhibitor: -12.4%; Tb PYK inh: -0.6%; Sm TGR inh: -2.5%; Pf growth 96h: 11.7%; LmPK inhibitor: -2.2%; Pf growth 48h: 38.8%[activator]

What do the screens show for `CCc1nnc2c(N(C)C)nc3ccccc3n12`?
HCV inhibitor: inconclusive; Tb PYK inh: 1.9%; Sm TGR inh: 3.8%; Pf growth 96h: 7.9%; LmPK inhibitor: 5.8%; Pf growth 48h: 18.1%

What do the screens show for `Cc1ccccc1CC(=O)NC1CCCc2ccccc21` (stereo not given)?
HCV inhibitor: -22.5%; Tb PYK inh: -0.6%; Sm TGR inh: 3.4%; Pf growth 96h: inconclusive; LmPK inhibitor: -1.5%; Pf growth 48h: -8.9%

How did Cc1sc(NC(=O)c2ccccc2)c(C(c2ccccn2)N2CCN(CCO)CC2)c1C (stereo not given) do in these assays?
HCV inhibitor: inconclusive; Tb PYK inh: -9.7%; Sm TGR inh: -0.2%; Pf growth 96h: -49.7%; LmPK inhibitor: 1.3%; Pf growth 48h: inconclusive

Results for COc1ccc(C(=O)Nc2ccc3ccccc3n2)c(OC)c1OC ?
HCV inhibitor: inconclusive; Tb PYK inh: -7.5%; Sm TGR inh: 1.1%; Pf growth 96h: 114.3%[activator]; LmPK inhibitor: -2.5%; Pf growth 48h: 33.7%[activator]

Results for COc1cccc(-c2nc3ccccc3c(=O)n2NC(=O)c2cccnc2Cl)c1 ?
HCV inhibitor: 6.4%; Tb PYK inh: -8.0%; Sm TGR inh: -0.3%; Pf growth 96h: 27.8%; LmPK inhibitor: -2.5%; Pf growth 48h: 9.2%

What do the screens show for `NC(=O)c1ccc(Oc2ncc(C(F)(F)F)cc2Cl)cc1`?
HCV inhibitor: 3.7%; Tb PYK inh: 4.4%; Sm TGR inh: -0.8%; Pf growth 96h: 15.9%; LmPK inhibitor: 0.3%; Pf growth 48h: inconclusive

How did COc1ccc(N(CC(=O)Nc2ccc3c(c2)OCCO3)S(=O)(=O)c2c(C)nn(C)c2C)cc1 do in these assays?
HCV inhibitor: 4.0%; Tb PYK inh: -7.2%; Sm TGR inh: 0.4%; Pf growth 96h: -12.9%; LmPK inhibitor: 14.0%

What do the screens show for `Cc1c(C)c2ccc(OC(C)C(=O)NCCN3CCOCC3)c(C)c2oc1=O` (stereo not given)?
HCV inhibitor: 0.9%; Tb PYK inh: -1.4%; Sm TGR inh: -2.7%; Pf growth 96h: -5.3%; LmPK inhibitor: 0.3%; Pf growth 48h: inconclusive

What do the screens show for `CCNc1nc(Oc2ccc(Cl)cc2Cl)cc(C(F)(F)F)n1`?
HCV inhibitor: inconclusive; Sm TGR inh: 3.5%; Pf growth 96h: 37.2%[activator]; LmPK inhibitor: -6.2%; Pf growth 48h: inconclusive

What do the screens show for `CCCC(C(=O)NC1CCCC1)N(Cc1ccc(F)cc1)C(=O)c1snc(C(N)=O)c1N` (stereo not given)?
HCV inhibitor: -6.8%; Tb PYK inh: 38.0%; Sm TGR inh: -6.0%; Pf growth 96h: inconclusive; LmPK inhibitor: 8.6%; Pf growth 48h: inconclusive

How did Cc1cc(C(=O)OC(C)C(=O)Nc2cccc(Cl)c2)on1 (stereo not given) do in these assays?
HCV inhibitor: -91.7%; Tb PYK inh: -2.6%; Sm TGR inh: 4.4%; Pf growth 96h: 101.9%[activator]; Pf growth 48h: 45.8%[activator]

Results for CCOCCn1c(CN2CCN(CC)CC2)nc2c1c(=O)n(C)c(=O)n2C ?
HCV inhibitor: 2.1%[8.37 µM]; Tb PYK inh: -9.9%; Sm TGR inh: -12.5%; Pf growth 96h: -21.9%; LmPK inhibitor: 1.9%; Pf growth 48h: 18.6%

What do the screens show for `N#CCCN(C(=O)COC(=O)CNS(=O)(=O)c1ccc2ccccc2c1)c1ccccc1`?
HCV inhibitor: 6.2%; Tb PYK inh: -2.9%; Sm TGR inh: -23.9%; Pf growth 96h: 9.5%; Pf growth 48h: 6.1%

How did O=C(CSc1nc(C(F)(F)F)cc(=O)[nH]1)Nc1ccc2c(c1)OCCO2 do in these assays?
HCV inhibitor: 17.7%; Tb PYK inh: -7.5%; Sm TGR inh: -16.8%; Pf growth 96h: -1.2%; Pf growth 48h: 7.3%

What do the screens show for `COc1ccc(N(C)S(=O)(=O)c2c(C)[nH]c(=O)[nH]c2=O)cc1`?
HCV inhibitor: 5.4%; Tb PYK inh: 0.0%; Sm TGR inh: 7.7%; Pf growth 96h: inconclusive; LmPK inhibitor: -7.3%; Pf growth 48h: 27.2%

What do the screens show for `COc1ccc2cc(/C(C)=N/NC(=O)C3CC3)ccc2c1`?
HCV inhibitor: -26.0%; Tb PYK inh: -2.1%; Sm TGR inh: -2.7%; Pf growth 96h: -28.1%; LmPK inhibitor: 0.3%; Pf growth 48h: 42.9%[activator]

How did CC1=NN(C(=O)c2cccc(Cn3nc(C)c([N+](=O)[O-])c3C)c2)C(O)(C(F)(F)F)C1 (stereo not given) do in these assays?
HCV inhibitor: -22.6%; Tb PYK inh: -3.3%; Sm TGR inh: -13.8%; LmPK inhibitor: 6.6%; Pf growth 48h: 4.6%

Results for COc1cc(O)c(C(CC(=O)N2CCOCC2)c2cc(OC)c(OC)c(OC)c2)c(OC)c1 (stereo not given) ?
HCV inhibitor: 11.8%; Tb PYK inh: -5.9%; Sm TGR inh: inconclusive; Pf growth 96h: 38.8%[activator]; LmPK inhibitor: -2.5%; Pf growth 48h: inconclusive

What do the screens show for `Cn1c(-c2ccccc2)c(C=O)c2ccccc21`?
HCV inhibitor: inconclusive; Tb PYK inh: 2.2%; Sm TGR inh: -9.2%; Pf growth 96h: inconclusive; LmPK inhibitor: -1.1%; Pf growth 48h: -0.4%

What do the screens show for `Cc1ccc(CCNC(=O)CN2C(=O)COc3ccc(S(=O)(=O)N4CCOCC4)cc32)cc1`?
HCV inhibitor: -6.1%; Tb PYK inh: -3.6%; Sm TGR inh: -28.7%; Pf growth 96h: -22.7%; LmPK inhibitor: -5.7%; Pf growth 48h: 4.2%

What do the screens show for `CCOc1ccccc1OCCCC(=O)NNC(=O)c1nn(C)c(=O)c2ccccc12`?
HCV inhibitor: -5.4%; Tb PYK inh: -5.2%; Sm TGR inh: -1.1%; Pf growth 96h: inconclusive; Pf growth 48h: -22.4%

Results for COc1ccccc1NC(=O)c1ccc2nc(N3C(=O)CCC3=O)sc2c1 ?
HCV inhibitor: -22.5%; Tb PYK inh: -9.8%; Sm TGR inh: 5.2%; Pf growth 96h: 60.4%[activator]; LmPK inhibitor: -3.3%; Pf growth 48h: 0.8%

Results for O=C(CO/N=C/c1ccccc1OC(F)F)NCc1cccs1 ?
HCV inhibitor: 30.5%[activator]; Tb PYK inh: -6.8%; Sm TGR inh: 0.0%; Pf growth 96h: 46.4%[activator]; LmPK inhibitor: 5.3%; Pf growth 48h: 10.0%

Results for Cn1cccc1C(=O)OCC(=O)NC1CCS(=O)(=O)C1 (stereo not given) ?
HCV inhibitor: 6.0%; Tb PYK inh: 7.7%; Sm TGR inh: 3.3%; Pf growth 96h: 18.3%; LmPK inhibitor: 6.1%; Pf growth 48h: 1.47µM*

How did COc1cccc(CC2(CO)CCCN(Cc3ccc(-c4ccco4)cc3)C2)c1 (stereo not given) do in these assays?
HCV inhibitor: 20.9%; Tb PYK inh: -25.4%; Sm TGR inh: 17.8µM*; Pf growth 96h: inconclusive; LmPK inhibitor: 1.5%; Pf growth 48h: inconclusive

Reprinted from the part before: 4 compounds, then new ones.
Results for COc1ccccc1NC(=O)c1ccc2nc(N3C(=O)CCC3=O)sc2c1 ?
HCV inhibitor: -22.5%; Tb PYK inh: -9.8%; Sm TGR inh: 5.2%; Pf growth 96h: 60.4%[activator]; LmPK inhibitor: -3.3%; Pf growth 48h: 0.8%

Results for O=C(CO/N=C/c1ccccc1OC(F)F)NCc1cccs1 ?
HCV inhibitor: 30.5%[activator]; Tb PYK inh: -6.8%; Sm TGR inh: 0.0%; Pf growth 96h: 46.4%[activator]; LmPK inhibitor: 5.3%; Pf growth 48h: 10.0%

Results for Cn1cccc1C(=O)OCC(=O)NC1CCS(=O)(=O)C1 (stereo not given) ?
HCV inhibitor: 6.0%; Tb PYK inh: 7.7%; Sm TGR inh: 3.3%; Pf growth 96h: 18.3%; LmPK inhibitor: 6.1%; Pf growth 48h: 1.47µM*

How did COc1cccc(CC2(CO)CCCN(Cc3ccc(-c4ccco4)cc3)C2)c1 (stereo not given) do in these assays?
HCV inhibitor: 20.9%; Tb PYK inh: -25.4%; Sm TGR inh: 17.8µM*; Pf growth 96h: inconclusive; LmPK inhibitor: 1.5%; Pf growth 48h: inconclusive

What do the screens show for `Cc1cc(N=Cc2cc(Cl)ccc2O)no1`?
Tb PYK inh: 0.4%; Sm TGR inh: 2.2%[11.4 µM]; Pf growth 96h: -29.3%; LmPK inhibitor: 1.1%

Results for Cn1cc(Br)c(C(=O)NNC(=O)c2cccc(Br)c2)n1 ?
HCV inhibitor: -4.7%; Tb PYK inh: 2.0%; Sm TGR inh: 35.5µM*; Pf growth 96h: 78.2%[activator]; LmPK inhibitor: 0.1%; Pf growth 48h: 27.7%

How did N/C(=N\OC(=O)c1ccc(Cl)cc1Cl)c1ccncc1 do in these assays?
HCV inhibitor: 7.8%; Tb PYK inh: 0.0%; Sm TGR inh: -3.9%; Pf growth 96h: 148.0%[activator]; LmPK inhibitor: -13.5%; Pf growth 48h: 3.6%

What do the screens show for `Cc1ccnc(N/C=C(/NC(=O)c2ccccc2)C(=O)N/N=C\c2ccc(Cl)cc2)n1`?
HCV inhibitor: -16.5%; Tb PYK inh: -1.1%; Sm TGR inh: 1.3%; Pf growth 96h: 70.8%[activator]; LmPK inhibitor: 0.1%; Pf growth 48h: 73.9%[activator]

How did CCC12C=CCN3CCC4(c5cc(Br)c(OC)cc5N(C)C4C(O)(C(=O)OC)C1OC(C)=O)C32 (stereo not given) do in these assays?
HCV inhibitor: 5.9%; Tb PYK inh: -4.9%; Sm TGR inh: 5.4%; Pf growth 96h: inconclusive; LmPK inhibitor: 0.1%; Pf growth 48h: inconclusive

Results for CCCc1nnc(SCC(=O)N2CCCC2)n1Cc1ccco1 ?
HCV inhibitor: 27.7%; Tb PYK inh: -1.7%; Pf growth 96h: inconclusive; LmPK inhibitor: 5.5%; Pf growth 48h: 17.5%
